# EBNA-1 inhibitor: blocks EBNA-1 binding to DNA; inhibition, % at 14.8 µM; actives 0.34% (n = 300,000); EBNA-1 DNA binding, fluorescence polarization; AID 1950; in the data active means inhibition above about 28%
# ZTA counter: ZTA (EBV) inhibition in EBNA-1 counter-screen. P03206. ZTA-DNA binding, fluorescence polarization. inhibition, % at 11 µM. actives 0.15% (n = 320,000). AID 2234; in the data active means inhibition above about 33%
# PP1 counter: counter-screen for PP5 inhibitors: inhibitors of human PP1-alpha | actives 0.9% (n = 320,000) | inhibition, % at 6.7 µM | P62136 | purified PP1alpha, OMFP fluorescence;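 active means inhibition above the mean inhibition of all tested compounds plus 3 SD, computed separately for each screening campaign, cut at about 15% in these data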
# CTSL1 counter: counter-screen for PFM18AAP inhibitors: inhibitors of F. hepatica cathepsin L1. actives 0.49% (n = 300,000). recombinant F. hepatica cathepsin L1, Z-Leu-Arg-MCA fluorescence. AID 1906. inhibition, % at 5.96 µM;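 active means inhibition above the mean of all tested compounds plus 3 SD, set per screening campaign, cut at about 17% in these data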;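 further: 0% = plate median of test compound wells and 100% = 1 µM Z-Phe-Ala-diazomethylketone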
# TPT1 inh: blocks Candida albicans tRNA 2'-phosphotransferase. recombinant caTPT1, FP RNA substrate dephosphorylation. inhibition, % at 5 µM. actives 0.81% (n = 300,000);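 active means inhibition above the mean of all tested compounds plus 3 SD, set per screening campaign, cut at about 24% in these data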;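 further: plate controls were DMSO alone for no effect and ferristatin control at 100 nM for full effect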
# core dimer inh: HCV core protein dimerization inhibition; TR-FRET GST/Flag-core106 dimerization, 1536-well; inhibition, % at 5 µM; actives 0.33% (n = 300,000); AID 1899;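 active means inhibition above the mean of all tested compounds plus 3 SD, set per screening campaign, cut at about 45% in these data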
#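 System: GST/Flag-tagged HCV core106 proteins. Incubation: compound-protein-antibody incubation 4 h at 22.5 °C. Technique: HTRF with 340 nm excitation, 617/671 nm emission. Medium: KF-containing HEPES buffer, pH 7.45, DTT, CHAPS, BSA. Read-out: inhibition (%) from 671 over 617 nm ratio. Also added: Eu(K)-anti-GST 90 ng/mL plus XL665-anti-Flag 1 µg/mL.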
# PP5 inh: PP5 (human) phosphatase inhibition; P53041; purified PP5c, OMFP substrate fluorescence; inhibition, % at 6.7 µM; actives 0.18% (n = 320,000); AID 1987;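 active means inhibition above the campaign's mean inhibition across all tested compounds plus 3 SD, cut at about 9.5% in these data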;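 further: 0% = DMSO only and 100% = 100 µM cantharidin control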
# Target sequence (P53041 whole entry, looked up): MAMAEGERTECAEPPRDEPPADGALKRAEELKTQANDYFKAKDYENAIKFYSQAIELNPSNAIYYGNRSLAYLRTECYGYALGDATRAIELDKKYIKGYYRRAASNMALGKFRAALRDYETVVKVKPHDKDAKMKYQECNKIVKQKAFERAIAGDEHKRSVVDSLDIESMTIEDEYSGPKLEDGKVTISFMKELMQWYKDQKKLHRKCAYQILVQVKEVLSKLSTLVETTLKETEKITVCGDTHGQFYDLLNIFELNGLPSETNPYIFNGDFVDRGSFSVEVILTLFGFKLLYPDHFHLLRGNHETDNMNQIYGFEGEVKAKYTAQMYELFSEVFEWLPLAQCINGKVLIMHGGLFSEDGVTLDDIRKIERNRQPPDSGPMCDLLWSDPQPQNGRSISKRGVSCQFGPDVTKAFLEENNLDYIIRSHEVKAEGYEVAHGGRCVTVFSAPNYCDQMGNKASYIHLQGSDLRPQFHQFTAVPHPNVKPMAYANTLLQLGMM
# Yeast superoxide: lowers age-related superoxide in aged yeast cells. AID 2690. superoxide response (% of plate mean), % at 10 µM. S. cerevisiae aged cells, superoxide DHE fluorescence; stronger effect = lower value. actives 0.18% (n = 330,000);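 active means superoxide response under a set limit, about three screen SD below normal, cut at about 65% in these data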;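 further: yeast aged for seven days with compound at 30 °C before DHE staining; 100% = average MFI of all compound-treated wells on the plate with controls excluded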
# GASC-1 inh: inhibitors of human GASC-1 (JMJD2C) demethylase | actives 0.069% (n = 330,000) | inhibition, % at 2.35 µM | GST-JMJD2C(1-420) H3K9me3 demethylation, DELFIA europium;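 active means more than half of a compound's replicate wells show inhibition beyond 50%, single wells judged on their own value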;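 further: signal counts dimethyl H3K9 product captured on neutravidin plate; 0% = median of DMSO wells and 100% = 0.3 times that DMSO median; strong numbers were not always called active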
# Target sequence (Q9H3R0 1-420 limits assumed): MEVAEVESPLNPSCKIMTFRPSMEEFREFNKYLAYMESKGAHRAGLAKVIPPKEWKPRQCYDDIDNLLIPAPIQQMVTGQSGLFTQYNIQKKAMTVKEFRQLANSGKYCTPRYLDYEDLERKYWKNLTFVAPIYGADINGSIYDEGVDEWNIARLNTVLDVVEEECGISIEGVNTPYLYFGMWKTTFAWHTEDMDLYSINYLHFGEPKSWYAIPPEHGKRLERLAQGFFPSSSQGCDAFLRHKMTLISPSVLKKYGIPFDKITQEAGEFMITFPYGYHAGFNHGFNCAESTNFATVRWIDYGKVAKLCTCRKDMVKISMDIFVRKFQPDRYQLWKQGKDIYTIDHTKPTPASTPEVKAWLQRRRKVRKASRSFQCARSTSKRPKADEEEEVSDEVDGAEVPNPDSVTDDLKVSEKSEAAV
# An asterisk follows results filed as active; . = not tested or not shown.
SMILES,EBNA-1 inhibitor,ZTA counter,PP1 counter,CTSL1 counter,TPT1 inh,core dimer inh,PP5 inh,Yeast superoxide,GASC-1 inh
O=C(Nc1ccccc1N1CCOCC1)c1cc2c(s1)CCCCC2,-4,7,2,1,-2,1,4.2,105,0
Cc1cc(CSc2ccccc2)ccc1NC(=O)c1ccc(CN2CCOCC2)cc1,-4,-9,1,1,1,-1,3.6,101,5
Cc1cccc(NC(=O)C(CC(C)C)NC(=O)C2CCC(C)CC2)n1 (configuration not stated),-9,-5,-2,6,-1,-1,0.3,96,0
COc1ccc(Cc2nc(=S)[nH][nH]2)cc1Br,8,4,-8,-1,1,2,1.2,105,10
CCOc1ccc(C(=O)n2cc(C(=O)OC)c3ccccc32)cc1,12,9,-2,1,-1,6,-0.8,105,8
CCNC(=O)COc1ccc(OCc2ccccc2)cc1,1,2,-6,2,-4,0,0.0,100,14
CCOC(=O)C1CCN(C(=O)CSc2c3c(nc4ccccc24)CCC3)CC1,-4,1,0,-1,-4,-7,3.3,86,-8
Cn1cnc(S(=O)(=O)NCc2ccccc2)c1,-1,-17,1,-1,-2,-5,2.3,118,-5
C=CCOc1c(Br)cc(CNc2nccs2)cc1OC,-10,-10,2,1,5,-2,5.5,111,-2
COC(=O)c1cc(NC2c3ccccc3C(=O)N2c2ccc(Cl)cn2)cc(C(=O)OC)c1 (configuration not stated),-2,8,-1,6,1,16,2.4,103,0
COc1cccc(C(=O)O[C@H]2[C@H](C)NS(=O)(=O)[C@H]3C[C@@H]4C=C[C@]23O4)c1,.,0,-3,.,.,.,0.4,98,-3
COc1ccccc1CN(C)C(=O)c1cccc(S(=O)(=O)N2CCN(Cc3ccccc3)CC2)c1,5,4,4,4,4,7,1.9,105,-8
CCN(CC)C(=O)C1CC(c2ccc(OC)cc2)=NO1 (configuration not stated),7,1,-2,-1,0,0,0.6,71,2
Cc1ccc(C(=O)N/C(=C/c2ccco2)C(=O)N2CCC(C)CC2)cc1,-6,-11,10,12,19,3,3.2,80,25
COC/C=C/C1=CC2=CC(=O)C(C)(OC(=O)c3cnc4ccccc4n3)C(=O)C2=CN1CCN1CCOCC1 (configuration not stated),10,1,-3,-1,-4,-3,1.5,94,-6
Cc1onc(-c2ccccc2)c1NC(=O)N(CCC#N)Cc1cccs1,9,2,-6,-4,1,1,1.0,119,-4
COc1ccccc1C(=O)NCCC(=O)N(C)Cc1cccs1,-9,-11,-4,-1,-2,-5,-0.4,100,-1
O=C(Nc1nc2c(Cl)cccc2s1)C1CC1,10,17,0,3,3,-3,-0.6,102,3
COc1cc(NC(=O)c2cc(-c3ccccc3Cl)on2)cc(OC)c1OC,-4,-14,11,4,2,0,4.7,106,-4
Cc1ccc(Cl)cc1NC(=S)N(CCN(C)C)Cc1cccs1,6,3,-3,0,-1,-7,-0.5,92,9
CC1(C)Cc2ccccc2-c2n[nH]c(=S)n21,3,5,0,2,0,-6,-3.4,108,-5
CCOc1ccc(N2CC(C(=O)Nc3nnc(C4CCCCC4)s3)CC2=O)cc1 (configuration not stated),2,-4,2,8,-1,12,0.3,107,1
O=C(OCc1ccc([N+](=O)[O-])cc1)c1ccccn1,-7,-12,-1,-1,-3,0,1.5,93,37
COc1ccc(OC)c(-c2csc(N(CC3CCCO3)C(=O)Cc3ccccc3)n2)c1 (configuration not stated),3,10,0,-1,-1,1,0.1,118,1
CS(=O)(=O)N(Cc1ccc(C(=O)NN=C2CCCCCC2)cc1)c1ccccc1,1,-4,-2,-3,-2,4,5.1,97,-8
SMILES,EBNA-1 inhibitor,ZTA counter,PP1 counter,CTSL1 counter,TPT1 inh,core dimer inh,PP5 inh,Yeast superoxide,GASC-1 inh
O=C(c1cc(Br)c(Br)s1)N1CCN(C/C=C/c2ccccc2)CC1,-13,-3,-3,4,3,-10,2.4,100,15
Cc1c(C(=O)N/N=C/c2ccc(O)c(Br)c2)sc(N)c1C#N,3,-3,-2,3,27*,-14,0.5,86,2
O=C(NCCCCc1ccccc1)C1CC(c2ccccc2[N+](=O)[O-])=NO1 (configuration not stated),1,-12,0,0,0,1,2.0,97,-2
CC(=O)Nc1ccc(S(=O)(=O)NCC2CCC(C(=O)NCc3ccccc3)CC2)cc1 (configuration not stated),1,-2,-5,-2,2,-3,-0.3,92,-28
CCOc1ccc(-c2nnc(NC(=O)Cc3cc(OC)c(OC)c(OC)c3)o2)cc1,0,-1,7,0,-6,-8,3.9,113,-8
COC(=O)c1cc(CSc2nc3ccccc3c(=O)n2C)oc1C,-9,12,-2,0,3,0,3.3,116,-3
Cc1ccc2oc(=O)n(CC(=O)O)c2c1,-19,-5,-6,1,-6,7,3.1,107,-7
Cc1cc(C)n(C(=O)CSc2nnc(SCC(=O)n3nc(C)cc3C)s2)n1,-2,-1,0,-2,-5,5,-0.1,98,-6
COc1ccccc1OCCCn1c(C)c(C#N)c2ccccc21,0,10,3,7,-5,6,2.4,95,-5
O=C(CCCn1c(=O)c2ccccc2n(Cc2ccccc2)c1=O)NCc1ccco1,-3,-15,0,0,2,6,1.4,103,-5
O=C(NCc1ccc(Cl)cc1)C1CCN(S(=O)(=O)c2cccnc2)CC1,0,9,1,-2,-2,-3,1.7,106,-2
Cc1cccc2cc(-c3nc4c(C)cccn4c3NCc3ccco3)c(=O)[nH]c12,-4,8,-1,7,0,-9,1.2,107,4
O=C(CCNC(=O)c1ccc(Br)cc1)OCc1ccccc1Cl,2,6,1,-5,0,-2,0.5,63*,19
CC1=Nc2ccccc2N=C(N)C1c1ccccc1 (configuration not stated),2,14,1,-1,2,-4,3.7,91,2
O=C(NNc1cc(Cl)ccc1Cl)C1CCC1,10,-7,-4,2,-2,2,-2.0,92,5
CCOC(=O)c1c(C)[nH]c(C(=O)CN2CCN(CC)CC2)c1C,-13,9,1,-2,-2,-1,0.9,97,5
N/C(Cc1ccc([N+](=O)[O-])cc1)=N\OC(=O)C1CCCCC1,7,6,-1,1,-1,-1,-0.8,98,0
COc1cc(C)c(Br)cc1S(=O)(=O)NCc1cccs1,-2,0,0,8,-2,2,-0.2,97,4
COc1ccc(NC(=O)CCNS(=O)(=O)c2cccc3nsnc23)cc1OC,-8,-14,-11,-4,-1,-14,0.3,102,121
CCOCCCNC(=O)C1CCC(CNS(=O)(=O)c2ccc(F)cc2)CC1 (configuration not stated),2,12,-5,2,-1,6,0.4,96,-1
C/C(=N\Oc1cccc(F)n1)c1ccc(Cl)cc1Cl,-7,11,-1,1,3,-2,4.1,98,-1
COc1ccc(CCNC(=O)CCN2C(=O)c3cccc4cccc(c34)C2=O)cc1OC,-2,1,-2,-2,-2,-1,1.9,95,2
OCc1ccc(-c2ccccc2)c(-c2ccccc2)c1,-5,0,4,0,-1,-2,4.5,89,-7
CCOC(=O)c1cnc2ccc(C)cc2c1N(C)Cc1ccccc1,-2,-10,-5,9,-3,-5,-8.3,84,153
O=C(CCNC(=O)N1CCn2c1nc1ccccc12)NCc1ccccc1,20,1,-5,1,-1,7,-2.0,114,15

# Quoted at random: 5 records from the list
SMILES,EBNA-1 inhibitor,ZTA counter,PP1 counter,CTSL1 counter,TPT1 inh,core dimer inh,PP5 inh,Yeast superoxide,GASC-1 inh
O=C(NCCCCc1ccccc1)C1CC(c2ccccc2[N+](=O)[O-])=NO1 (configuration not stated),1,-12,0,0,0,1,2.0,97,-2
COC(=O)c1cc(CSc2nc3ccccc3c(=O)n2C)oc1C,-9,12,-2,0,3,0,3.3,116,-3
Cc1c(C(=O)N/N=C/c2ccc(O)c(Br)c2)sc(N)c1C#N,3,-3,-2,3,27*,-14,0.5,86,2
O=C(c1cc(Br)c(Br)s1)N1CCN(C/C=C/c2ccccc2)CC1,-13,-3,-3,4,3,-10,2.4,100,15
CCOC(=O)c1c(C)[nH]c(C(=O)CN2CCN(CC)CC2)c1C,-13,9,1,-2,-2,-1,0.9,97,5

# Continued.
SMILES,EBNA-1 inhibitor,ZTA counter,PP1 counter,CTSL1 counter,TPT1 inh,core dimer inh,PP5 inh,Yeast superoxide,GASC-1 inh
CC(NCC1COc2ccccc2O1)C1COc2ccccc2O1 (configuration not stated),4,-3,-1,-4,-1,-1,1.6,105,-10
COc1cc(Cl)c(C)cc1NC(=S)NN,4,-2,0,1,-1,0,-0.1,94,-10
CCN(CC)c1ccc2c(c1)oc(=O)c1c(Cl)cc(=O)oc12,0,4,4,2,25*,17,0.7,100,0
O=[N+]([O-])c1ccc2c(c1)C(O)n1nc(-c3ccccc3)nc1S2 (configuration not stated),-7,7,2,-3,0,0,-2.0,103,-4
NS(=O)(=O)c1ccc(CCNC(=O)C(=O)NCC2OCCN2S(=O)(=O)c2ccc(Cl)cc2)cc1 (configuration not stated),6,-2,-3,1,1,13,-1.1,89,-2
CCCCn1c(N)c(N(CC(C)C)C(=O)c2cc(C)oc2C)c(=O)[nH]c1=O,7,10,-4,-2,5,2,2.5,98,32
Cc1cccc(N2CCc3c2nc2ccc(Br)cc2c3N)c1,-6,-15,-4,8,5,12,1.3,103,6
O=C(c1ccncc1)N1CCN(S(=O)(=O)c2cccc([N+](=O)[O-])c2)CC1,2,-1,-13,-5,2,2,-0.6,112,5
CCOC(=O)C1(CCOc2ccccc2)CCN(Cc2ccc(NC(C)=O)cc2)CC1,6,7,2,2,2,0,2.0,106,-5
COc1ccc(CCNc2cc(C)nc3c(-c4ccccc4)c(C)nn23)cc1OC,-6,-13,0,2,2,-2,4.0,91,4
CCOC(=O)c1sc(C)c2c1NC1(CCCCC1)NC2=O,6,5,-1,2,-1,4,-0.8,101,7
C/C(=N/NC(=O)c1ccc(NC(=O)c2ccc(F)cc2)cc1)c1ccccc1,22,3,0,0,0,3,-2.7,99,17
Cc1ccc(C(=O)CCNc2ccc(F)c(Cl)c2)o1,1,10,1,-3,-3,-5,-0.7,101,-33
CC(C)n1cnnc1SCC(=O)Nc1ccc(Br)cc1F,-10,-11,-10,-2,4,1,1.0,94,-4
Cn1c(SCc2ccc(C#N)cc2)nnc1-c1ccncc1,3,8,-2,1,-2,5,1.6,110,-1
CCN(CC)c1ccc(/C=N/NC(=O)c2ccc([N+](=O)[O-])cc2)cc1,-16,-25,-5,-3,0,11,2.9,113,4
N#CC1=C(N)N(c2ccccc2)C(c2ccccc2)C1(C#N)C#N (configuration not stated),-2,-16,3,1,0,4,4.5,114,4
COc1ccc2c(-c3ccccc3)cc(SC(C)C(N)=O)nc2c1 (configuration not stated),3,-7,6,-3,7,11,4.8,92,-19
COc1cccc(N2CCN(c3ccc4nnc(CCC(=O)N5CCC(C)CC5)n4n3)CC2)c1,8,-8,0,0,-1,5,2.2,107,2
COc1ccc(OC)c(/C=N/NC(=O)C(=O)NCc2cccnc2)c1,-1,4,-6,3,-5,0,1.5,100,15
CCC(C)(C)NC(=O)C(Sc1ccccc1)c1ccccc1 (configuration not stated),-1,-1,-3,5,6,5,2.6,91,-2
Cc1ccccc1N1CCN(CCCN2C(=O)CC(=C(c3ccccc3)c3ccccc3)C2=O)CC1,-2,20,3,-4,0,9,1.7,94,-4
C=CCc1ccc(OCCN2CCc3ccccc3C2)c(OC)c1,7,-4,-2,-3,-4,-5,2.7,108,4
COc1ccc(S(=O)(=O)Nc2c(C)n(C)n(-c3ccccc3)c2=O)cc1,-1,2,-4,-4,-2,0,-0.4,106,-5
Cc1cc(C(=O)Nc2nnc(C3CC3)s2)c(C)s1,.,12,-5,.,.,.,-1.6,115,7
NC(=O)C1CCN(CC(=O)Nc2ccc(S(=O)(=O)N3CCOCC3)cc2)CC1,-14,1,0,0,0,8,0.5,102,-7
COc1ccc(/C=N/OCC(=O)Nc2nc3ccccc3s2)cc1OC,-5,9,-4,-1,1,4,-0.1,88,-2

# Assay outcomes as filed in PubChem.
